NOD2-RIPK2 inh: inhibitors of human NOD2-RIPK2 interaction | O43353 | CHO BLA complementation NOD2-RIPK2, CCF4 ratio | inhibition, % at 4.98 µM | 360,000 tested, 0.38% active; in the data active = inhibition above about 21%;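 note: 0% = vehicle only and 100% = reference blocker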
TROY signal inh: blocks TROY-dependent signaling in reporter cells | Q293 LMP1-TROYcd NF-kB luciferase reporter, 4 h | inhibition, % at 10 µM | 360,000 tested, 0.98% active;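 active = compounds whose plate-normalised and pattern-corrected inhibition of the luciferase reporter signal at the single screening dose is 50% or more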
NCOA1 inh: inhibits human SRC1 coactivator; 360,000 tested, 0.12% active; inhibition, % at 3.6 µM; Q15788; HEK293 GAL4-SRC1 luciferase reporter, luminescence;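 active = inhibition above the campaign mean plus 3 SD, with each screening campaign given its own cutoff, cut at about 60% in these data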;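 note: 0% = DMSO treated cells and 100% = gossypol at 36 µM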
TLR9-MyD88 block: inhibitors of human TLR9-MyD88 binding; Q9NR96+Q99836; CHO BLA complementation TLR9-MyD88, CCF4 FRET ratio; inhibition, % at 4.98 µM; 340,000 tested, 0.21% active;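 active = inhibition above the mean over all tested compounds plus 3 SD, cut at about 21% in these data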;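 note: 0% = DMSO only wells and 100% = clavulanate BLA inhibitor control wells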
Target sequence (Q99836 whole entry, looked up): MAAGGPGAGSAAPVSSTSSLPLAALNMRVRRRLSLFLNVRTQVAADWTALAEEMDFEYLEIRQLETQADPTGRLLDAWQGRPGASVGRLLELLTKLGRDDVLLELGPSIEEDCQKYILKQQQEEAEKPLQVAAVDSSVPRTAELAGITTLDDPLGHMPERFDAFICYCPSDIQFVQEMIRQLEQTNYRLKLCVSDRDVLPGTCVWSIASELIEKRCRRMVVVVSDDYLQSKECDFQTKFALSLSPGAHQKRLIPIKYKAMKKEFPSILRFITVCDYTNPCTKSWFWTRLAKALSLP
Target sequence (Q9NR96 whole entry, looked up): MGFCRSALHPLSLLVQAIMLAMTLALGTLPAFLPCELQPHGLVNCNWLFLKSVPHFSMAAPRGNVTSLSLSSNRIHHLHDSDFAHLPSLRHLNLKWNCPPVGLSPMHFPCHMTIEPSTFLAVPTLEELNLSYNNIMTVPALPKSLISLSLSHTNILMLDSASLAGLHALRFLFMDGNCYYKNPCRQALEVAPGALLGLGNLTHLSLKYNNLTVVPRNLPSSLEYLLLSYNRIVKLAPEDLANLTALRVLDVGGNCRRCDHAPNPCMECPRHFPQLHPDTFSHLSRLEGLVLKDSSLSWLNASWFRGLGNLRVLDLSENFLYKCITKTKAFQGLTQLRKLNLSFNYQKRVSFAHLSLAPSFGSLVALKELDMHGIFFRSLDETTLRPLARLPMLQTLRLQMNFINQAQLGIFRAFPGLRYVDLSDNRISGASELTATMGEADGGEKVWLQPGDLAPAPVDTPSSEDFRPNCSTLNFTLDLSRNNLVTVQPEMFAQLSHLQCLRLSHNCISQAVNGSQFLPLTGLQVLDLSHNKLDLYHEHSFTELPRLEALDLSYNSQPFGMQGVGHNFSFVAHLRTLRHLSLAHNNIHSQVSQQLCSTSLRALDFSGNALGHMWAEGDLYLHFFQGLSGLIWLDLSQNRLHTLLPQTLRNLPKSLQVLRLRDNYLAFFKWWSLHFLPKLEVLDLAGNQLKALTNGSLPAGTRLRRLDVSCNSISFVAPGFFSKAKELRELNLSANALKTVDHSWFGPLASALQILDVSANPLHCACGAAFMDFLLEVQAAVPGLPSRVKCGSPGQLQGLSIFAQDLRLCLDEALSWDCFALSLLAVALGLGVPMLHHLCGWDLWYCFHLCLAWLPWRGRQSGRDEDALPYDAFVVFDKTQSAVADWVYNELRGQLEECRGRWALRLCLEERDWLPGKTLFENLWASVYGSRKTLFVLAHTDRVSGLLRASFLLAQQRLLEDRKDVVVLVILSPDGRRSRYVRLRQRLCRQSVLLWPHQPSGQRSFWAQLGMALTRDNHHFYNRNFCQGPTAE
LMP1 NFkB inh: inhibitors of Epstein-Barr LMP1-induced NF-kappaB reporter; 350,000 tested, 0.69% active; inhibition, % at 12.5 µM; AID 504558; LMP1-induced NF-kappaB luciferase reporter cells, luminescence; in the data active = inhibition above about 41%;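 note: 0% = neutral control wells and 100% = reference inhibitor control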
NR2F2 inh: NR2F2 (human) inhibition, primary screen; 370,000 tested, 0.7% active; P24468; HEK293T NGFI-A luciferase reporter, luminescence; inhibition, % at 8.6 µM;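 active = inhibition above a per-plate cutoff, mean inhibition of test wells between control levels plus 3 SD, cut at about 38% in these data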;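 note: cells cotransfected with COUP-TFII expression vector driving the NGFI-A reporter; 0% = median of COUP-TF2 test wells and 100% = reporter-only cells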
Vif inh: blocks HIV Vif function | inhibition, % at 7.49 µM | 340,000 tested, 0.35% active | AID 602346 | HEK293T cells, Vif self-association by quenched fluorescence, imaging, 24 h; in the data active = inhibition above about 50%, passing the limit was not always enough; note: some results filed as inactive read as strong as hits
NCOA3 inh: inhibitors of human steroid receptor coactivator 3 (SRC3); HEK293 GAL4-SRC3 luciferase reporter, luminescence; inhibition, % at 3.6 µM; 360,000 tested, 0.17% active; AID 588352;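 active = inhibition above a per-campaign cutoff, the mean of all compounds plus 3 SD, cut at about 60% in these data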;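 note: 0% = DMSO-treated cells and 100% = gossypol-treated cells at 36 µM; higher means less SRC3-driven luciferase light from the GAL4 reporter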
NR5A2 inv ag: inverse agonists of human LRH-1 (NR5A2); O00482; HEK293T StAR-luciferase reporter, LRH-1 transfected, 24 h; inhibition, % at 3.6 µM; 360,000 tested, 0.13% active;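 active = inhibition above the mean inhibition of all tested compounds plus 3 SD, cut at about 73% in these data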;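 note: 0% = DMSO wells and 100% = reporter-only cells lacking LRH-1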
C8 TRAIL sens: sensitizes caspase-8 expressing cells to TRAIL | AID 624354 | NB7+C8 cells + TRAIL, ATPlite viability luminescence | 360,000 tested, 1% active | inhibition (viability loss, TRAIL sensitization), % at 10 µM;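 active = compounds causing at least 50% loss of cell viability in the single-dose screen, relative to plate controls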
SRC2 inh: human SRC2 (NCOA2) inhibition | 370,000 tested, 0.17% active | HEK293 GAL4-SRC2 luciferase reporter, luminescence | inhibition, % at 9 µM;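 active = inhibition above the mean inhibition of all tested compounds plus 3 SD, set per campaign, cut at about 52% in these data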;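 note: 0% = DMSO treated cells and 100% = cells given Gossypol at 36 µM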
The depositor's hits bear a star; x = not tested or not shown; & = joins results of further samples. An excerpt; the hit share may differ from the screen's.

Order of results – NOD2-RIPK2 inh	TROY signal inh	NCOA1 inh	TLR9-MyD88 block	LMP1 NFkB inh	NR2F2 inh	Vif inh	NCOA3 inh	NR5A2 inv ag	C8 TRAIL sens	SRC2 inh
> CN(Cc1nc2ccc(F)cc2[nH]1)C(=O)C1CCC(=O)N(C2CC2)C1 (stereo unspecified)
  -5	5	0	-16	-6	9	1	15	-1	-12	-1
> CCCNC(=O)c1ccc2c(c1)S(=O)(=O)c1ccccc1C2=O
  -1	-8	3	1	2	-4	-8	0	-7	-13	-14
> CCOC(=O)c1csc(NC(=O)CSc2nnnn2-c2ccc3c(c2)OCCO3)n1
  -17	31	-2	-5	3	15	-27	2	13	-9	5
> Cc1nc2ccccc2cc1C(=O)Nc1ccccc1Cl
  -5	-12	-18	-6	4	-23	5	4	-12	1	2
> CN(Cc1cn[nH]c1-c1cc2ccccc2o1)CC1CCOCC1
  2	7	-7	-8	6	7	-3	8	0	-14	17
> COc1ccc(C(=O)COC(=O)C(O)c2ccccc2)c(OC)c1 (stereo unspecified)
  -2	-30	-65	-2	-7	-50	-2	-41	-41	1	-27
> Cc1ccccc1S(=O)(=O)NC(=O)C1(C)CCN1C(=O)Cc1ccc(C(C)(C)C)cc1 (stereo unspecified)
  2	-13	-3	x	x	-3	17	-1	13	-4	-7
> COCC(=O)N1CCc2ccc(NC(=O)c3ccc(C(F)(F)F)cc3)cc2C1
  -5	16	-8	-10	5	16	-3	-5	-2	17	-1
> COC(=O)c1cc(C)sc1NC(=O)c1cccnc1
  0	1	6	-2	5	-6	-2	6	6	-13	13
> Cc1snc(S(=O)(=O)/C(C#N)=N/Nc2cccc(C(F)(F)F)c2)c1C#N
  -10	-36	9	4	-7	x	-7	2	12	-4	x
> C=CCOc1ccc(C=Nc2ccc(OC)cc2)c(O)c1
  -12	-2	1	1	-9	-6	6	8	6	-4	-11
> COc1ccc(-c2nc3nc(SC)nn3cc2C)cc1F
  1	-5	4	4	2	10	0	8	-4	-12	-15
> O=C(Nc1ccncc1)Nc1cc(Cl)ccc1Cl
  -11	15	11	-8	-1	-16	-16	12	19	-2	-52
> Nc1cnn(C2OC(CO)C(O)C2O)c(=O)n1 (stereo unspecified)
  -3	-15	-35	-9	3	5	0	7	-47	-14	-20
> Brc1ccc(CNc2cc3c(cc2Br)OCCO3)cc1
  -15	-16	1	-4	-4	2	-4	10	7	-2	16
> CCCC(O)(c1ccc(Cl)cc1)C(CN1CCOCC1)c1ccccc1 (stereo unspecified)
  -4	-2	5	3	9	1	-14	22	16	4	8
> O=C(CN1CCN(Cc2ccccc2)CC1)NNC(=O)c1ccccc1
  4	9	2	-9	-2	11	x	15	-16	-14	-19
> NC(Cc1ccc(OC(F)F)cc1)C(=O)O (stereo unspecified)
  2	1	2	-32	-9	6	10	2	12	-11	20
> O=C(O)C1C2C=CC(O2)C1C(=O)NCc1ccccc1Br (stereo unspecified)
  1	3	-2	6	2	16	-1	9	6	4	-1
> O=C(CNc1cccc(S(=O)(=O)N2CCCC2)c1)Nc1cccc(C(F)(F)F)c1
  -1	12	17	-12	11	37	-26	12	15	16	5
> C=CCNC(=O)c1cc(=O)c2ccccc2o1
  -17	-5	0	6	-8	27	13	3	15	-14	-5
> CC(C)(C)[C@H]1COC(=O)[C@H](Cc2ccc(F)cc2)CC/C=C/C[C@@H](CC(=O)N[C@H](CO)Cc2ccccc2)C(=O)N1
  -3	7	0	-3	-3	2	-9	3	-7	-3	-6
> Cc1ccc(NC(=O)CS(=O)CC(=O)NC23CC4CC(CC(C4)C2)C3)cc1 (stereo unspecified)
  0	-2	4	5	0	3	-10	4	9	16	-24
> CCOC(=O)CC1=C(C(=O)OCC)C(c2cc(OC)c(OC)cc2OC)C(C#N)=C(N)O1 (stereo unspecified)
  -3	-1	-13	-6	1	-15	-1	-5	16	-13	16
> Cc1cccc(NC(=O)c2ccc([N+](=O)[O-])o2)c1C
  6	8	-10	8	-14	-3	4	9	46	13	-6
> O=C(O)c1cc(NS(=O)(=O)c2ccc(NCc3ccccc3)c([N+](=O)[O-])c2)cc(C(=O)O)c1
  -7	9	3	-3	4	-11	-2	-3	11	-5	-21
> C#CCN(C[C@@H]1[C@@H](OC(=O)Nc2cccs2)[C@@H](OC(=O)Nc2cccs2)Cn2c(=O)n(CCCCCC)c(=O)n21)S(=O)(=O)c1ccc(C)cc1
  8	4	4	-5	-15	9	-4	-44	-6	-12	1
> C/C(=N/NC(=O)c1ccc2c(c1)OCCO2)c1ccc([N+](=O)[O-])cc1
  -13	-38	-55	-1	-14	-28	-1	-8	-35	-8	0
> Cn1c(=O)c2c(ncn2Cc2ccc(Cl)c(Cl)c2)n(C)c1=O
  0	-14	9	-3	10	15	-23	28	18	34	-10
> CC(=O)Nc1ccc(S(=O)(=O)NCCCCNS(=O)(=O)c2ccc(NC(C)=O)cc2)cc1
  -1	-5	2	-7	0	3	6	5	1	-8	6
> C=CCC1=C/C(=C\c2c(N)n3nc(CC(=O)N4CCOCC4)sc3nc2=O)C=C(OC)C1=O
  9	-9	-1	1	0	-1	2	3	1	8	15
> Cn1c(=O)c2[nH]c(SCCN)nc2n(C)c1=S
  -7	-4	8	6	-5	-4	-1	-3	3	-10	7
> COc1ccc(N2CCN(CC(=O)Nc3cccc(S(=O)(=O)N4CCOCC4)c3)CC2)cc1
  4	19	7	-13	7	15	10	23	16	-13	-19
> CCSc1ncc(CO)c(N)n1
  3	-3	-11	-6	6	23	x	8	15	6	-13
> CC(C)(C)c1ccccc1OCCOCCN1CCCCCC1
  4	19	5	1	-2	-10	7	5	-12	30	6
> O=C(CSc1ncnc2sc3c(c12)CCC3)Nc1ccccc1C(=O)O
  -14	32	0	-3	-3	3	12	7	6	-11	-4
> C/C(=N\OC(=O)Nc1ccc(Cl)cc1)c1ccc(F)c(F)c1
  4	-35	-1	6	-10	-7	-2	-12	-20	-10	-55
> CCOC(=O)c1sc(NC(=O)COC(=O)CNC(=O)c2ccco2)c(C(=O)OCC)c1C
  4	-8	-18	-3	8	9	0	2	16	-2	7
> N#CC(Sc1ccccn1)c1ccc(Cl)cc1Cl (stereo unspecified)
  -13	-15	-24	3	-3	25	1	21	4	-6	5
> COc1ccccc1CN1CCN(Cc2cc(OC)c(OC)cc2OC)CC1
  -2	4	-4	0	6	6	5	14	4	2	14
> CCn1c(SCC(=O)Nc2cc(C)on2)nc2c(c1=O)SC(C)C2 (stereo unspecified)
  -6	-8	10	5	3	-2	26	-14	11	12	-3
> O=C(CNC(=O)c1ccco1)NCc1ccc2c(c1)OCO2
  -4	0	-11	3	-3	-1	1	-7	-11	8	-43
> Cc1ccc(CN(Cc2ccco2)C(=O)c2ccco2)cc1
  -17	-5	-14	7	3	-6	4	14	-3	-8	-19
> COc1ccc(-c2c(-c3ccc(O)cc3O)n[nH]c2C)cc1OC
  -4	-6	9	-2	4	x	10	0	-8	1	x
> Cc1ccc(-c2noc(C3CCCN(C(=O)c4cccc(Cl)c4)C3)n2)o1 (stereo unspecified)
  -5	-57	-74	-4	-30	-29	9	-54	-49	-18	-18
> CCc1nn2c(N)c(/C=C3\C=Nc4ccccc43)c(=O)nc2s1
  6&3	-19&-70	-6&12	-10	-5	-9&-5	9&-10	10&18	4&-22	13&8	-11&-1
> CC1CCN(c2c(NCC3CCC(C(=O)NCCc4ccc(Cl)cc4)CC3)c(=O)c2=O)CC1 (stereo unspecified)
  -2	9	10	2	5	18	1	0	-15	8	-7
> COc1ccc(Nc2nccc3c2nnn3C)cc1
  8	-37	-100	2	-9	-44	6	-88	-111	1	-74
> C[C@@H]1CN([C@@H](C)CO)C(=O)CCCn2nncc2CO[C@H]1CN(C)C(=O)Nc1ccnc(N2CCOCC2)c1
  3	-5	-4	-1	3	-10	-1	4	4	9	5
> Cc1ccc(NC(=O)CCn2cccc2)cc1
  -12	-9	-125	-5	-10	-15	5	-11	-3	13	-27
> CCOC(=O)c1cc(-c2ccccc2)sc1NC(=O)CN1C(=O)NC(CC)(c2ccc(F)cc2)C1=O (stereo unspecified)
  2	10	-25	-9	-4	-18	-3	1	-8	-4	22
> O=C(NC(=S)NCCc1ccccc1)c1ccccc1F
  2	-47	-17	1	-18	-39	-2	-45	-31	10	-47
> CC(C)Oc1ncnc2c1[nH]c1ccccc12
  -11	-7	-9	-9	0	38*	-2	-12	16	31	2
> Cc1ccc(C)c(SCC(=O)OCC(=O)c2ccco2)c1
  -11	-3	4	-5	-8	5	3	-2	-15	8	9
> CC1(c2cccc(Br)c2)NC(=O)N(CC(=O)c2ccc3c(c2)OCO3)C1=O (stereo unspecified)
  -7	-4	3	2	8	-13	11	-10	-11	-4	4
> OC1c2c(F)cccc2N=C2CCCCN21 (stereo unspecified)
  -13	-5	3	x	x	17	-9	-8	19	-17	2
> c1nnc(NC2=NCCCCC2)s1
  -3	-9	-21	-6	-3	-31	18	-27	-23	-3	-1
> CCOc1ccc(NS(=O)(=O)c2ccc(C(=O)NC3CCN(Cc4ccccc4)CC3)cc2)cc1
  1	13	-6	-2	7	12	-1	8	21	9	34
> Cc1cc2occ(CC(=O)OCC(=O)Nc3sc4c(c3C#N)CCC(C)C4)c2cc1C (stereo unspecified)
  0	-19	-14	5	-1	2	-5	-30	0	8	-26
> CCOc1ccc(C(N)=O)cc1OC
  -2	7	-12	0	2	-3	18	-16	0	-11	21

Other structures
Order of results – NOD2-RIPK2 inh	TROY signal inh	NCOA1 inh	TLR9-MyD88 block	LMP1 NFkB inh	NR2F2 inh	Vif inh	NCOA3 inh	NR5A2 inv ag	C8 TRAIL sens	SRC2 inh
> CNC(=S)Nc1ccc(N2CCN(c3ccc(C(F)(F)F)cn3)CC2)nc1
  -5	-16	-30	x	16	8	-2	10	-9	10	-19
> CCOC(=O)c1ccccc1NC(=O)Cn1c(=O)n(Cc2ccccc2)c(=O)c2c(C)c(C)sc21
  4	1	3	5	4	28	-3	-3	-13	-1	10
> CCOc1ccc(C(=O)Nc2cc(=O)n(C)c(=O)n2C)cc1
  -3	-6	0	-9	1	16	13	-5	-1	-9	-9
> Cc1cc(C)nc(Nc2nc(C)c3cc4c(cc3n2)OCO4)n1
  -4	-13	1	9	18	3	4	4	11	-10	-24
> COC(=O)c1cn(NC(=O)c2ccc(OC)c(OC)c2)c(=O)c2ccccc12
  -5	3	-10	0	-3	-20	0	-18	3	-1	-10
> N#Cc1nc(COc2ccc(F)cc2)oc1N1CCCC1
  -4	-2	3	-3	-1	4	3	-2	-9	8	-21
> CC1CC(=O)N(C)c2ccc([N+](=O)[O-])cc2N1 (stereo unspecified)
  -4	-5	3	-7	-1	-14	13	23	2	-14	-32
> Cc1nc2sccn2c(=O)c1S(=O)(=O)NCC1CCN(Cc2ccccc2Cl)CC1
  -6	-8	-16	-6	1	-7	2	-1	4	-5	5
> CC(C)(C)CC(=O)Nc1nnc(SCC(=O)NC2CCCC2)s1
  0	-1	2	-1	0	14	2	-7	-6	-4	-8
> Nc1nc(Nc2ccccc2F)nc(NCc2ccccc2)c1[N+](=O)[O-]
  -6	7	-65	-7	-4	2	6	27	6	-35	-12
